# HT1080NT lethal – kills 2HG-producing HT-1080-NT fibrosarcoma cells | HT-1080-NT fibrosarcoma viability, CellTiter-Glo ATP luminescence, 48 h | Potency, µM (top dose mostly 46.1 µM), for the others: at the highest dose activity, negative = less viability, usual class: cytotoxic | 360,000 compounds, 1.6% hits;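 further: NT is the 2HG producing partner of a matched IDH1 knockdown line; potency means the concentration at half of the fitted maximal effect; 0% = DMSO-treated cells and -100% = media-only wells without cells; nearly all actives have a fitted effect of over 55% in size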
#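 Compounds were tested in concentration-response format on HT-1080-NT cells for 48 hours at 37 degrees C. Cell viability came from CellTiter-Glo luminescence; curves were classified by r2, response magnitude and activity.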
# ATXN viability – cell viability loss in ATXN counter-screen. S2 cells (HEK-293 line with an ATXN2-luciferase reporter) viability, CellTiter-Fluor protease fluorescence, 24 h. Potency, µM (doses to about 56.7 µM), actives largely listed as cytotoxic. 400,000 compounds, 0.49% hits; further: potency means the concentration at half of the fitted maximal effect; nearly all actives have a fitted effect of over 40% in size
# MCF10A rerep – DNA re-replication induction in MCF 10a cells | MCF 10A DNA re-replication, Hoechst nuclear intensity, 48 h | 350,000 compounds, 2.9% hits | Potency, µM (series often up to 46.1 µM), without a hit: at the highest dose activity, positive = re-replication, usual class: activators; further: potency means the concentration at half of the fitted maximal effect; % of control where 0% means no effect; nearly all actives have a fitted effect of over 50% in size
# HepG2 tox – counter-screen for TGF-b inhibitors: cytotoxicity in HepG2 cells; HepG2 CAGA-GFP viability, ATP luminescence, 18 h; 410,000 compounds, 0.76% hits; AID 588856; Potency, µM (doses to about 46.1 µM), inactives show top-dose activity change, negative = cytotoxicity, most hits filed as cytotoxic; further: potency means the concentration at half of the fitted maximal effect; some results filed as inactive show a strong effect at the top dose
#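 CellTiter-Glo luminescence gave cytotoxicity after 18 hours at 37 degrees C. The cells were HepG2 CAGA-GFP in 1% FBS DMEM, stimulated with 500 pg/mL TGF-beta after compound addition. %Activity was normalised to no-cell wells (complete cell-killing) and DMSO (no toxicity), and curves were fitted and classified.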
# IL1B secr inh – inflammasome signaling inhibition, IL-1 beta readout; THP-1 LPS/ATP IL-1B secretion, AlphaLISA, 16 h; stronger effect = lower value; activity change, % at 57.5 µM; 360,000 compounds, 4.7% hits; in the data active means activity change below about -50%; inconclusive means mostly about -30% to -49%; further: on the % scale 0 is the no-effect control and ±100 the full control effect
#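 THP-1 cells pretreated 1 hr with compounds (up to 57.5 uM final), then stimulated with LPS (250 ng/mL final) plus ATP (1.25 mM final); secreted IL-1B measured by AlphaLISA after 16 hr, decreased signal indicating inhibition.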
# ATXN2 expr inh – ATXN2 expression inhibition | HEK-293 ATXN2-luciferase reporter, luminescence, 24 h | 360,000 compounds, 0.72% hits | Potency, µM (top dose mostly 57 µM), for inactives: at the highest dose activity change, negative = inhibition, hits mostly inhibitors; further: potency means the concentration at half of the fitted maximal effect; on the % scale 0 is the no-effect control and ±100 the full control effect; nearly all actives have a fitted effect of over 55% in size
#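 qHTS (up to 57 uM final) was run with 24 h compound exposure of reporter cells at 37 °C. Each well was multiplexed: SteadyGlo luminescence measured ATXN2-luciferase expression after a fluorogenic Gly-Phe-AFC viability readout (25 uM final).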
# SW480 rereplic – induces DNA re-replication in SW480 colon adenocarcinoma cells | Potency, µM (doses to about 46.1 µM), for the others: at the top dose re-replication activation, hits mostly activators | SW480 DNA re-replication, Hoechst DNA content imaging, 48 h | 340,000 compounds, 1.8% hits | AID 624297; further: potency means the concentration at half of the fitted maximal effect; % of control where 0% means no effect; nearly all actives have a fitted effect of over 55% in size
#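 Cells (250 per well) received 23 nL compound or DMSO by pin tool and were kept 48 hr at 37 C, 5% CO2. Nuclei were then stained with Hoechst for 40 min and scanned for DNA content.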
# KB-3-1 cytotox – kills parental KB-3-1 adenocarcinoma cells; AID 1347075; KB-3-1 viability, CellTiter-Glo ATP luminescence, 72 h; 400,000 compounds, 1.4% hits; Potency, µM (highest dose often 46.1 µM), for inactives: at the highest dose activity change, negative = cytotoxic, hits mostly cytotoxic; further: potency means the concentration at half of the fitted maximal effect; on the % scale 0 is the no-effect control and ±100 the full control effect; nearly all actives have a fitted effect of over 60% in size
#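 Here the drug-naive KB-3-1 line serves as comparator for MDR sub-line selectivity; cells received compound titrations, 72 h at 37 °C, then CellTiter-Glo readout.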
# HT1080 IDH1KD tx – kills HT-1080 cells with IDH1 knockdown. HT-1080 IDH1 knockdown viability, ATP luminescence, 48 h. Potency, µM (top dose mostly 46.1 µM), for the others: at the top dose activity, negative = toxicity, actives largely listed as cytotoxic. 360,000 compounds, 2% hits;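 further: potency means the concentration at half of the fitted maximal effect; 0% = DMSO wells and -100% = cell-free medium wells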
#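 CellTiter-Glo luminescence after 48 h compound exposure at 37 degrees C of IDH1-knockdown HT-1080 cells in 5% FBS RPMI. %Activity scaled between DMSO wells and cell-free media wells, with curves fitted and assigned curve classes.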
# Numbers without * were called inactive; i = inactive; ? = inconclusive; · = no result given; & = joins results of further samples; [ ] = remark or other dose. Unless noted, the call rests on the fitted dose curve; in most records, active means well fitted curve in the direction sought with a large enough effect; inconclusive means small, poorly fitted or top-dose-only effect, or another doubt; inactive means no such curve, though single readings can be large; an effect the other way counts as inactive or inconclusive.
SMILES,HT1080NT lethal,ATXN viability,MCF10A rerep,HepG2 tox,IL1B secr inh,ATXN2 expr inh,SW480 rereplic,KB-3-1 cytotox,HT1080 IDH1KD tx
COc1ccc(CCNC(=O)C2CCN(c3nn4c(=O)cc(C)nc4s3)CC2)cc1OC,4%,i,-2%,-3%,-16,0%,-1%[9.22 µM],6%,4%
Cc1cccc(C(=O)Oc2csc(=S)n2C(=O)c2cccc(C)c2)c1,7.3µM*,i,11%,6%,6,-6%,-4%,-7%,4.6µM*
CSc1ccccc1C(=O)C1CCCN(Cc2c(C)n(C)n(-c3ccccc3)c2=O)C1 (configuration not stated),-5%,i,6%,0%,-4,-8%,?,-26%,-3%
COC(=O)c1cc2oc3ccccc3c2n1CC(=O)Nc1ccc(C)cc1Cl,·,i,·,-13%,·,1%,·,11%,·
Cc1cc(C)n2nc(SCc3nnc(SCCCCl)o3)nc2n1,-3%,?,?,0%,25,-7%,-1%,2%,23%
N#C/C(=N\Nc1ccc(Cl)cc1)C(N)=S,9.2µM*,?,?,-37%,-81*,?,18%,5%,2.3µM*
CN1CCN(C(=O)CSc2nc(-c3ccco3)cc(C(F)(F)F)n2)CC1,6%,i,-1%,-2%,-10,4%,-12%,?,5%
COc1ccc(S(=O)(=O)NCCC(=O)NCc2ccccc2)cc1,2%,i,-3%,-2%,-7,3%,-7%,4%,4%
CCC(C)Sc1cc(-c2nc3ccccn3c2NC2CCCCC2)ccc1OC (configuration not stated),26µM*,32µM*,21µM*,-117%,-91*,?,16µM*,?,18µM*
CCCS(=O)(=O)N1CCC(n2c(C)nc3cccnc32)CC1,·,i,·,-4%,·,-9%,·,0%,·
CCc1ccc(S(=O)(=O)ON2C(=O)c3ccccc3C2=O)cc1,-24%,·,18µM*,-3%,-28,30µM*,?,-19%,-25%
COc1cc(C)cc(OC)c1OCC(=O)Nc1cc(C)on1,-2%,?,-2%,0%,8,-20%,-5%,22%,-1%
CCOc1ccc(C(=O)Nc2ccc(N3CCN(C)CC3)cc2)cc1,12%,i,-2%,-16%,-5,2%,0%,-23%,12%
CC(=O)c1sc(Nc2ccc(C)cc2)nc1C,21%,i,-56%[inhibitor],3%,-2,-9%,-1%,-1%,22%
COc1cc(/C=C2/SC(=S)N(CC(=O)Nc3nc4ccccc4s3)C2=O)cc(OC)c1OC,?,i,1%,8%,-19,6%,?,-15%,-10%
CCNC(=O)c1ccccc1NC(=O)C1CC(=O)N(C(C)C)C1 (configuration not stated),0%,i,-1%,-36%,0,1%,-47%[inhibitor],2%,1%
O=C(CN1C(=O)NC(Cc2c[nH]c3ccccc23)C1=O)NCCc1ccc(F)cc1 (configuration not stated),-15%,i,0%,4%,-21,·,-7%,9%,15%
Cc1ccc(NC(=O)CN(C)C(=O)COC(=O)COc2ccc(C#N)cc2)cc1,1%,i,-1%,8%,17,5%,-5%,13%,2%
CCC(=O)Nc1ccc2nc(SCc3ccc(C)cc3)sc2c1,·,i,·,-3%,·,5%,·,0%,·
O=C(NCC(c1ccco1)N1CCCC1)c1cccc(S(=O)(=O)N2CCCCC2)c1 (configuration not stated),-3%,i,·,-1%,27,·,·,-3%,-7%
O=C(NCCN1CCN(c2ccccc2)CC1)Nc1ccccc1Br,0%,i,-17%,-4%&-17%,-19,-9%,?,-7%&-6%,0%
Cc1ccc(NCc2ccccc2)cc1,3%,i,6%,0%,-17,-6%,0%,-1%,1%
COC(=O)CNC(c1ccccc1)c1cc(Br)ccc1NC(=O)c1ccc(Cl)cc1 (configuration not stated),·,?,·,-26%,·,-25%,·,-2%,·
O=C1CS/C(=C/C(=O)c2cccc(Cl)c2)N1,-11%,i,-6%,-3%,?,?,-495%[1.84 µM],4%,1%
CC(=O)c1cccc(NC(=O)C(C)OC(=O)C2CCC2)c1 (configuration not stated),-5%,i,7%,0%,-28,-5%,-9%,-2%,-2%
NC1=NC(=O)C(CC(=O)NCc2ccccc2)S1 (configuration not stated),-3%,i,2%,-5%,18,-2%,-3%,11%,0%
COc1ccc(S(=O)(=O)Nc2ccc3c(c2)C(=O)N([C@H](C)CO)C[C@H](C)[C@@H](CN(C)C(=O)Nc2c(C)noc2C)OCCCC[C@H](C)O3)cc1,4%,i,·,2%,-6,0%,·,3%,4%
Cc1ccc(S(=O)(=O)N(C)CC(=O)OCC(=O)N2CCCC2=O)cc1,?,i,0%,-4%,5,3%,4%,3%,20%
COc1ccc(C(=O)OCC(=O)NC(Cc2ccccc2)C(C)=O)cc1S(=O)(=O)N1CCCC1 (configuration not stated),-1%,i,5%,1%,9,3%,-1%,-2%,2%
COc1ccc(NC(=O)c2oc3ccccc3c2NC(=O)Cc2cccs2)c(OC)c1,·,i,·,-21%,·,-27%,·,-6%,·
Cc1ccccc1CN1CCC(Oc2ccc(C(=O)NCc3ccccn3)cc2)CC1,0%,i,-2%,-21%,42,2%,-3%,?,-6%
CC(O)/C=C/C1OC(=O)CC1Nc1ccc(C=O)cc1 (configuration not stated),2%,i,1%,-6%,23,5%,-90%[inhibitor],0%,-4%
COc1ccc(C(=O)N[C@H](C(=O)OCC(=O)NC(=O)c2cccn2C)C(C)C)cc1,19%,i,-6%,1%,24,-19%,-1%,4%,14%
Cc1ccc(S(=O)(=O)NC(CC(=O)NCC2CCCO2)c2ccccc2)cc1 (configuration not stated),6%,i,-4%,-11%,15,-9%,-26%,3%,7%
COc1ccc(NC(=O)CCc2nc3ccccc3c(=O)[nH]2)cc1S(=O)(=O)N1CCCCC1,-17%,i,5%,-12%,6,-21%,-25%,1%,-12%
COc1ccc(N2C(=O)c3cccc4c(N(C)CCO)ccc(c34)C2=O)cc1,-1%,·,7%,-14%,32,·,-5%,-12%,-2%
Cc1cccc(C(=O)N2CC(=O)Nc3ccc(F)cc3C2c2ccc(F)cc2)c1 (configuration not stated),-7%,?,4%,-20%,26,-19%,-4%,19%,2%
Cc1cc(C)n(-c2ncnc3sc4c(c23)CC(C)CC4)n1 (configuration not stated),-3%,i,-1%,-18%,34,-6%,1%,-3%,31%
O=C(NCc1ccccc1)C1C(c2ccccc2)=Nc2ccccc2N1C(=O)c1cccnc1 (configuration not stated),-3%,·,·,·,44,·,·,12%,-10%
CCn1nc(C)c(CCN(C)C(=O)Nc2cccc(Cl)c2C)c1C,·,i,·,0%,·,11%,·,0%,·
CCOC(=O)N1CCN(c2ccc(F)cc2[N+](=O)[O-])CC1,27%,?,-4%,19%,-6,-7%,4%,2%,14%
O=C(Cn1cc(C(F)(F)F)ccc1=O)N/N=C/c1ccc(Cl)cc1,-4%,i,12%,7%,8,·,?,0%,-16%
CCOCCCNC(=O)c1c(C)[nH]c(C(=O)OCC)c1C,4%,i,6%,-9%,1,2%,-2%,-26%,13%
O=C(O)c1cc(=O)c2c3nc4ccccc4oc-3cc(=O)c2[nH]1,·,·,0%,3%,·,·,?,0%,·
C=CCNC(=S)NNC(=O)c1ccc(C)c(Cl)c1,17%,i,2%,11%,1,-7%[2.22 µM],10%[1.84 µM],?,2%
COC(=O)[C@@]12C[C@@H](CC(=O)NCc3cccc4ccccc34)C(=O)N(Cc3cccc4ccccc34)C1=CCC(C)(C)C2,7%,·,·,·,-11,·,·,-20%,2%
COc1ccc(S(=O)(=O)N2CCOCC2)cc1NC(=O)c1ccc(-n2nc(C)cc2C)cc1,19%,i,7%,0%,-1,0%,-14%,14%,-3%
COc1ccccc1CNC(=O)C1CCCN(C(=O)c2cnn(-c3ccc(F)cc3)c2-n2cccc2)C1 (configuration not stated),·,i,·,-4%,·,-3%,·,-12%,·
Cc1[nH]c(=O)nc(NN=Cc2ccc(Cl)cc2)c1C(=O)Nc1ccc(Cl)cc1,-2%,?,31%,-24%,7,-25%,?,10%,-3%
COc1ccc(NC(=O)C2CCN(C(=O)Cc3ccccc3)CC2)cc1OC,17%,i,-1%,-5%,4,-8%,-5%,4%,13%
CC(CNC(=O)CC(C)(C)C)NC(=O)CC(C)(C)C (configuration not stated),24%,i,2%,-26%,3,1%,3%,19%,16%
O=C(Nc1ccccc1)C1=C[C@@H](c2ccc3c(c2)OCO3)C[C@@H](OCCCCO)O1,7%,i,9%,0%,-16,49%[activator],-5%,-1%,1%
COCC1CCCN(Cc2cn(-c3ccccc3)nc2-c2ccc3c(c2)OCO3)C1 (configuration not stated),0%,i,16%,-12%,-7,-14%,-7%,-6%,1%
CCS(=O)(=O)c1ccc(C=NNc2nc3ccccc3o2)cc1,2%,i,2%,-27%,-25,38%[activator],-3%,-6%,12%
Cc1ccccc1Cn1ccc(NC(=O)c2cc3nc(-c4ccco4)cc(C(F)(F)F)n3n2)n1,5%,?,8.2µM*,-2%,38,-13%,?,3%,4%
CCOC(=O)c1sc(NC(=O)C2CC(=O)N(c3ccccc3OC)C2)nc1C (configuration not stated),-2%,i,2%,1%,-10,-4%,-11%,6%,5%
O=C(Nc1cccc(Cl)c1)NC1CC2CCC1C2 (configuration not stated),-3%,i,28%,-25%,-4,28%,-23%,?,0%
Cc1cc2nn(-c3ccc(F)cc3)nc2cc1NC(=O)c1ccc(C(C)(C)C)cc1,·,?,·,2%,·,12%,·,-23%,·

# Single entries from the entries so far.
# `COc1ccc(S(=O)(=O)N2CCOCC2)cc1NC(=O)c1ccc(-n2nc(C)cc2C)cc1` @ KB-3-1 cytotox: 14%
# `CCS(=O)(=O)c1ccc(C=NNc2nc3ccccc3o2)cc1` @ ATXN2 expr inh: 38%[activator]
